POLB inh = qHTS Assay for Inhibitors of DNA Polymerase Beta; Pol beta primer extension/strand displacement, fluorescence kinetic; Potency, µM (top dose mostly 114 µM), inactives show top-dose activity change, negative = inhibition, actives largely listed as inhibitors; 340,000 compounds, 1.3% hits; AID 485314, 2010; further: potency means the concentration at half of the fitted maximal effect; on the % scale 0 is the no-effect control and ±100 the full control effect
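Enzyme-only controls used 10 nM Pol beta; buffer lacking enzyme served as negative control. Compound preincubated 15 min, then 50 nM substrate added; 0 and 10 min reads at room temperature.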
APEX1 inh = qHTS Assay for Inhibitors of the Human Apurinic/apyrimidinic Endonuclease 1 (APE1); DNA repair nuclease/redox regulator APEX1 (Homo sapiens), P27695; recombinant APE1, TAMRA/BHQ-2 abasic DNA cleavage fluorescence; Potency, µM (titrated, usually from 65.8 µM), without a hit: at the highest dose activity change, negative = inhibition, actives largely listed as inhibitors; 350,000 compounds, 0.35% hits; AID 2517, 2012;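 further: potency means the concentration at half of the fitted maximal effect; plate controls were vehicle for no effect and reference inhibitor for full effect; nearly all actives have a fitted effect of over 55% in size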
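Readout is kinetic fluorescence (ex 525, em 598 nm) from cleavage of 50 nM TAMRA/BHQ-2 THF abasic duplex by 0.75 nM APE1, compound added 15 min beforehand at RT.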
12-LOX inh = Primary qHTS assay for inhibitors of human arachidonate 12S-lipoxygenase (ALOX12): Round 2; 580,000 compounds, 1.1% hits; purified 12hLO, xylenol orange hydroperoxide absorbance; Potency, µM (titrated, usually from 108 µM), for inactives: at the top dose activity change, negative = inhibition, most hits filed as inhibitors; further: potency means the concentration at half of the fitted maximal effect; on the % scale 0 is the no-effect control and ±100 the full control effect
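Hydroperoxide product was detected by ferrous iron/xylenol orange as the 573 to 405 nm absorbance ratio. Arachidonic acid at 40 uM (final) was turned over for 30 min at room temperature by 150 nM human 12hLO, pH 7.0 Hepes buffer, after 15 min compound preincubation.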
BLM inh = qHTS Assay for Inhibitors of Bloom's syndrome helicase (BLM) | RecQ-like DNA helicase BLM (Homo sapiens), P54132 | recombinant BLM DNA unwinding, fluorescence dequenching | Potency, µM (series often up to 56.1 µM), without a hit: at the highest dose activity change, negative = inhibition, most hits filed as inhibitors | 350,000 compounds, 0.2% hits | AID 2528, 2010;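 further: potency means the concentration at half of the fitted maximal effect; plate controls were vehicle for no effect and no enzyme for full effect; nearly all actives have a fitted effect of over 35% in size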
Anesthetic bind = qHTS Assay for Identification of Novel General Anesthetics; apoferritin/1-aminoanthracene competitive binding, fluorescence; Potency, µM (series often up to 77.5 µM), for inactives: at the highest dose activity change, negative = displacement, hits mostly inhibitors; AID 485281, 2010; Ferritin light chain (Equus caballus), P02791; 350,000 compounds, 0.074% hits; further: potency means the concentration at half of the fitted maximal effect; on the % scale 0 is the no-effect control and ±100 the full control effect; nearly all actives have a fitted effect of over 20% in size
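Apoferritin-based anesthetic binding model; compound displacement of fluorescent 1-AMA measured as endpoint fluorescence after 10 minutes at room temperature, scaled to free-ligand and complex controls.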
TRHR agonist = qHTS for Small Molecule Agonists and Allosteric Enhancers of Human TRH Receptor: Primary Screen for Agonists; 360,000 compounds, 0.18% hits; activation, % at 2 µM; TRHR cells, calcium flux fluo-8, FDSS agonist mode; Thyrotropin-releasing hormone receptor (Homo sapiens), P34981; in the data active means activation above about 30%; further: 0% is about no effect
Target sequence (P34981 whole entry, looked up): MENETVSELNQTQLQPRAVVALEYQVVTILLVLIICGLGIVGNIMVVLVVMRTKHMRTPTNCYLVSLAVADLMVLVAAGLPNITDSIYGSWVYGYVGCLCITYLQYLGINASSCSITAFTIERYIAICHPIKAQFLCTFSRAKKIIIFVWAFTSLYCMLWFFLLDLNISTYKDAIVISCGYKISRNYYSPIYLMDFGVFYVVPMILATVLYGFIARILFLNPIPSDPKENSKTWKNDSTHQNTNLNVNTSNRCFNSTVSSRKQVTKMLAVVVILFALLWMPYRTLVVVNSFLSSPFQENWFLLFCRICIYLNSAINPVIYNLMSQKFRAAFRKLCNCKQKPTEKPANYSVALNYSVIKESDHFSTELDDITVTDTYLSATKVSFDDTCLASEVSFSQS
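Read-out: compound-evoked intracellular calcium rise in TRHR cells, fluo-8 dye, kinetic FDSS fluorescence at 1 s/cycle following a 10-cycle baseline. Cells cultured overnight before dye loading (30 min–1.5 h, RT).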
ERG-DNA inh = qHTS for Small Molecule Inhibitors of the ERG Ets/DNA interaction; fluorescence polarization, His-ERG Ets domain / labelled DNA; Transcriptional regulator ERG (Homo sapiens), P11308; Potency, µM (titrated, usually from 76.9 µM), inactives show top-dose FP activity, negative = inhibition, actives largely listed as inhibitors; 370,000 compounds, 0.028% hits; AID 624246, 2012; active means well fitted inhibition curve with a large enough effect in the polarisation, with a control signal flat; inconclusive means small, poorly fitted or top-dose-only effect, or effect the other way, or a change in a side signal; inactive means no such curve, though single readings can be large or run the other way; the % refers to the polarisation;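 further: polarization taken with two DNA probes labelled with fluorescein and Texas red; potency means the concentration at half of the fitted maximal effect; % of control where 0% means no effect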
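His-tagged ERG Ets domain (1 uM in the protein solution; 300mM KCl, 50mM Tris-HCl, 1mM EDTA, 1mM DTT, pH 7.5) received compound, then a probe mix of 5 nM fluorescein-DNA and 100nM Texas-615-DNA. Fluorescence polarization was read for both dyes.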
Pol iota inh = qHTS for Inhibitors of Polymerase Iota; Pol iota fluorescent replication assay, 10 min; Potency, µM (highest dose often 115 µM), without a hit: top-dose activity, negative = inhibition, usual class: inhibitors; 390,000 compounds, 1% hits; AID 588590, 2011; further: potency means the concentration at half of the fitted maximal effect
Target sequence (Q9UNA4 whole entry, looked up): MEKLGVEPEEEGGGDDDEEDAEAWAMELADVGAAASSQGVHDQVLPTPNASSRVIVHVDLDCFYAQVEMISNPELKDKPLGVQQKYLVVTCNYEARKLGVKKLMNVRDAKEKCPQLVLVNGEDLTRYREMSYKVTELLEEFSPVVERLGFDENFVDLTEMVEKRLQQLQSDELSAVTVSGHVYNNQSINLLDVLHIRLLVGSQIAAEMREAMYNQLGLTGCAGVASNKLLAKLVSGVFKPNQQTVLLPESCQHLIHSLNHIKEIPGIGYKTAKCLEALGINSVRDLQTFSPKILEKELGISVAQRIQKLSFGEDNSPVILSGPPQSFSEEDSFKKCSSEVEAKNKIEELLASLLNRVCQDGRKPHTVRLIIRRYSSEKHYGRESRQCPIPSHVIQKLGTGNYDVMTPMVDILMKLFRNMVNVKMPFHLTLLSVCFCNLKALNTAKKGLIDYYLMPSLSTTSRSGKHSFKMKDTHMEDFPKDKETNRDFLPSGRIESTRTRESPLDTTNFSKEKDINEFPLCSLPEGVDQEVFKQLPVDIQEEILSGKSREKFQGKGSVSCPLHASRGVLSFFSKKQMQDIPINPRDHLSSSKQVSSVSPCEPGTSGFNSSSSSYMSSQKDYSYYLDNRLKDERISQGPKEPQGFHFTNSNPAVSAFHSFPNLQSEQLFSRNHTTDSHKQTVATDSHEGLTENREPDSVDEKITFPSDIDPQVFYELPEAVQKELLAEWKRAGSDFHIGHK
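Pol iota at 10 nM preincubated 15 min with compounds at room temperature; reaction started with fluorescent substrate, 50 nM final. Fluorescence read kinetically at 0 and 10 min; buffer-only wells as negative control.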
POLK inh = qHTS for Inhibitors of Polymerase Kappa; DNA polymerase kappa (Homo sapiens), Q9UBT6; purified Pol kappa, fluorescent DNA synthesis assay, 10 min; Potency, µM (top dose mostly 107 µM), for the others: top-dose activity, negative = inhibition, hits mostly inhibitors; 400,000 compounds, 0.53% hits; AID 588579, 2011; further: potency means the concentration at half of the fitted maximal effect; on the % scale 0 is the no-effect control and ±100 the full control effect
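50 nM final substrate added after 15 min RT preincubation of 10 nM Pol kappa with compound; fluorescence read at 0 and 10 min.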
* = called active by the depositor; ? = inconclusive; . = not tested or not shown; & = joins results of further samples; [ ] = dose if it differs, or a comment. Unless noted, the call rests on the fitted dose curve; in most records, active means well fitted curve in the direction sought with a large enough effect; inconclusive means small, poorly fitted or top-dose-only effect, or another doubt; inactive means no such curve, though single readings can be large; an effect the other way counts as inactive or inconclusive.

SMILES	POLB inh	APEX1 inh	12-LOX inh	BLM inh	Anesthetic bind	TRHR agonist	ERG-DNA inh	Pol iota inh	POLK inh
Nc1nc(CN2CCN(c3cccc(Cl)c3)CC2)nc(N2CCCc3ccccc32)n1	3.6%	-3.7%	?	-6.5%	-20.2%	-0.3	-0.5%	-7.0%	-11.6%
N#Cc1cc(-c2ccccc2)nc(NN)n1	-0.9%	2.7%	169.8%[activator]	-3.1%	-18.4%	-0.2	13.1%	10.9%	-7.9%
COc1ccc(C)cc1S(=O)(=O)NCC(c1cccnc1)N1CCc2ccccc2C1 (configuration not stated)	-0.1%	11.7%	82.1%[activator]	-3.7%	-0.9%	-0.2	4.3%	-2.9%	-9.8%
CCn1c(SCC(=O)OC)nnc1C1CCCCC1	?	-4.6%	0.0%	-1.1%	-15.8%	0.1	4.8%	14.4%	-24.0%
COC(=O)/C=C1\N/C(=N\c2nc(C)cc(C)n2)N(c2ccccc2)C1=O	21.3%	-0.5%	?	-3.4%	3.1%	0.7	12.7%	?	-3.7%
O=C(c1cc(-c2ccccc2)on1)N1CCN(Cc2ccc3c(c2)OCO3)CC1	3.7%	-3.9%	-10.4%[57.4 µM]	-7.6%	-14.7%	0.0	.	-3.3%	-9.3%
CC(=O)c1ccc(NC(=O)CCCN2C(=O)C(c3ccccc3)Oc3cccnc32)cc1 (configuration not stated)	3.1%	62.2%[activator]	0.6%	-4.2%	-19.0%	-1.4	4.5%	8.2%	-6.5%
Cc1ccccc1C(=O)N1CCN(c2ccc(NC(=S)NC(=O)c3cccs3)cc2)CC1	-11.2%	0.7%	35.5µM*	-4.5%	-20.5%	0.9	7.5%	-5.0%	-2.5%
CS(=O)(=O)N(CC(=O)O)c1ccc2c(c1)OCO2	2.2%	2.1%	0.0%	2.6%	-1.6%	0.5	-1.5%	4.9%	-9.8%
O=C(COc1ccc2ccccc2c1Br)N1CCCC1	8.1%	13.6%	167.0%[activator]	0.7%	-12.2%	0.5	0.3%	28.0%	-9.4%
O=C(Nc1ccc(Cl)cc1F)c1ccc2c(c1)C(=O)N(Cc1ccncc1)C2=O	.	23.0%	-3.1%	.	.	.	0.4%	19.0%	-12.6%
COC(=O)C1=C(C)NC(=O)CC1c1cc2c(cc1Br)OCO2 (configuration not stated)	17.5%	11.1%	?	-3.4%	-15.9%	-0.1	-1.6%	-17.3%	-5.9%
COc1ccc(C(=O)Nc2cccnc2)cc1S(=O)(=O)N1CCOCC1	5.6%	-1.3%	0.3%	-4.7%	-4.5%	-1.5	-0.6%	-7.8%	-1.5%
O=C(NCC(c1cccs1)N1CCOCC1)c1cc(Cl)ccc1[N+](=O)[O-] (configuration not stated)	.	35.8%	-3.1%	.	.	0.1	1.3%	27.6%	3.4%
COc1ccccc1C(=O)NCCC(=O)N1CCCCCCC1	.	15.8%	-11.8%	.	.	0.0	11.7%	41.1%[activator]	-7.0%
O=C(CCCn1c(=O)c2ccccc2n(CC(=O)Nc2cccc(C(F)(F)F)c2)c1=O)NCc1ccc2c(c1)OCO2	4.3%	.	-0.9%	-4.5%	-1.8%	-0.4	6.2%	7.8%	-16.1%
C/C(=N/NC(N)=S)c1ccccc1[N+](=O)[O-]	2.9%	-4.6%	0.0%	-1.6%	-11.4%	0.2	-3.0%	15.2%	6.2%
CC(C)COC(=O)/C(C#N)=C/c1c[nH]c2ccccc12	-18.5%	-1.1%	0.2%	-4.2%	49.7%[activator]	0.5	?	-9.9%	-1.4%
Cc1ccccc1Oc1ccc(Oc2ccccc2C)nn1	10.5%	1.6%	22.3%	2.2%	-16.2%	-0.3	.	-0.6%	-8.9%
Clc1ccc(NCc2ccsc2)cc1	11.4%	-11.9%	.	-5.2%	?	-0.6	.	.	.
COc1ccc(CN2CCC(CO)(Cc3ccccc3C(F)(F)F)CC2)c(F)c1	2.5%	1.2%	4.4%	1.3%	-20.3%	0.3	2.7%	22.9%	-12.6%
CN(C(=O)CSc1nnc(N)s1)c1c(N)n(Cc2ccccc2)c(=O)[nH]c1=O	7.4%	4.8%	-5.3%	6.9%	-2.1%	-0.2	-2.1%	11.5%	-16.6%
CN(C(=O)CS(=O)(=O)c1cn(CC(=O)N2CCOCC2)c2ccccc12)c1ccccc1	5.6%	-3.1%	0.8%	-0.5%	-5.1%	-0.2	-4.6%	2.8%	-22.1%
COc1cc(C(=O)NNC(=O)CCOc2cccc(Br)c2)cc(OC)c1OC	.	6.1%	-1.7%	.	.	-0.3	-3.3%	11.4%	8.7%
Cn1c(=O)c(-c2ccc(Cl)cc2)nc2cnc(Nc3ccccc3)nc21	.	-6.8%	0.0%	2.3%	.	.	.	.	-0.2%[60.1 µM]
c1ccc2[nH]c(NCCN3CCOCC3)nc2c1	6.0%	3.6%	-28.5%	-4.9%	-6.4%	0.3	1.8%	10.2%	-5.9%
O=c1c2ccccc2c2c(O)nc(-c3ccccc3)n2n1Cc1ccccc1	31.7%	10.6%	-0.7%	-3.3%	-4.9%	1.5	-15.3%	6.7%	-5.8%
O=C(c1ccc([N+](=O)[O-])cc1)n1nc(-c2ccccc2)nc1NCc1ccccc1	?	-3.6%	?	0.4%	-20.6%	-0.1	-2.1%	-10.2%	12.1%
COc1ccccc1N=Cc1nc(-c2ccccc2)oc1OC(C)=O	-13.2%	1.9%	5.8%	-2.2%	3.9%	0.2	-10.4%	?	-9.6%
COC(=O)Cc1csc(N)n1	29.0%&-17.8%	2.4%&1.1%	?	-2.2%&-0.5%	0.2%&88.3%	0.7&-0.3	-13.3%&-2.7%	-7.3%&-1.5%	?
O=C1C(Nc2ccccc2)=CC(c2ccc(O)cc2)N1c1ccccc1 (configuration not stated)	1.2%	9.4%	-28.0%	-3.9%	-6.7%	-0.4	-6.4%	20.7%	10.9%
COc1cc(-c2cc(C(=O)Nc3ccc(S(=O)(=O)Nc4ncccn4)cc3)c3ccccc3n2)cc(OC)c1OC	1.4%	4.7%	-17.1%	-0.8%	-10.7%	0.0	8.7%	-0.2%	-7.0%
COc1cccc(C(=O)Nc2ccc3nc(N4CCN(c5ncccn5)CC4)cc(C)c3c2)c1OC	-11.1%	-3.5%	.	-10.5%	187.4%[activator]	-0.5	.	.	.
COC(=O)c1ccccc1S(=O)(=O)N1CCC(NC(=O)c2ccccc2)CC1	1.4%	-8.4%	-23.4%	0.4%	196.9%[activator]	-0.1	-12.1%	-13.4%	3.0%
CC(O)CNc1nc2sc3c(c2c(=O)n1CCc1ccccc1)CCCCC3 (configuration not stated)	-28.9%	-2.5%	-29.2%	-14.7%	-18.5%	0.9	-12.1%	-2.2%	-3.6%
CC(CCc1ccccc1)NC(=O)C1CCN(S(=O)(=O)c2cnc[nH]2)CC1 (configuration not stated)	-19.1%	1.0%	-13.7%	-1.6%	-11.3%	0.1	-4.8%	7.1%	-4.3%
C=Cc1ccc(CN2C(=O)N(c3ccc(C)c(C)c3)S(=O)(=O)c3ccccc32)cc1	-0.5%	.	?	-6.0%	0.7%	0.1	1.4%	44.1%[activator]	-6.1%[60.1 µM]
Cc1ccc(CN2CCN(Cc3cnn(-c4ccc(F)cc4)c3)CC2CCO)o1 (configuration not stated)	-22.3%	-0.6%	0.4%	-0.7%	-6.7%	-0.1	3.9%	5.9%	?
COC(=O)c1[nH]c2c(c1C)C(=O)CCC2	27.5%	-3.1%	6.2%	-0.6%	-7.2%	.	.	18.9%	-0.1%[60.1 µM]
CCOC(=O)c1c(-c2cccc([N+](=O)[O-])c2)cn2ccccc12	0.2%	-11.2%	1.0%	-9.1%	?	-0.2	2.5%	21.9%	4.9%
O=C(NCc1ccccc1)c1ccc(NC(=O)c2ccccc2F)cc1	-36.6%	-6.6%	5.5%	-0.2%	-0.5%	0.7	-9.7%	17.9%	-15.2%
COc1cccc(N2CCN(S(=O)(=O)c3ccc4c(c3)NC(=O)C(C)C(=O)N4)CC2)c1 (configuration not stated)	-4.5%	60.0%[activator]	2.2%	-3.0%	-5.6%	-0.5	5.8%	63.2%[activator]	-13.5%
CC1CCN(Cc2csc(N)n2)CC1	3.2%	1.8%	169.2%[activator]	-7.7%	-11.6%	0.4	3.2%	13.9%	-3.8%
O=C(CCNS(=O)(=O)c1ccc(Cl)cc1)N1CCCC1	-10.0%	-2.2%	-2.8%	1.8%	-16.4%	-0.1	5.0%	18.6%	-14.6%
COc1cc2oc(=O)cc(-c3cccc(-c4ccc(C(F)(F)F)cc4)c3)c2c(OC)c1OC	.	3.3%&14.3%	?	-8.8%[75.6 µM]	?	.	10.9%	?	2.8%

Full records from above.
COc1cccc(N2CCN(S(=O)(=O)c3ccc4c(c3)NC(=O)C(C)C(=O)N4)CC2)c1 (configuration not stated) in the list: POLB inh = -4.5%; APEX1 inh = 60.0%[activator]; 12-LOX inh = 2.2%; BLM inh = -3.0%; Anesthetic bind = -5.6%; TRHR agonist = -0.5; ERG-DNA inh = 5.8%; Pol iota inh = 63.2%[activator]; POLK inh = -13.5%
CC1CCN(Cc2csc(N)n2)CC1 in the list: POLB inh = 3.2%; APEX1 inh = 1.8%; 12-LOX inh = 169.2%[activator]; BLM inh = -7.7%; Anesthetic bind = -11.6%; TRHR agonist = 0.4; ERG-DNA inh = 3.2%; Pol iota inh = 13.9%; POLK inh = -3.8%

Assay outcomes (PubChem BioAssay)

A portion of the library; rates above refer to the full screens.
